Assay outcomes (PubChem)
IDH1 R132H inh: inhibitors of human IDH1 R132H. actives 0.18% (n = 70,000). AID 624101. IDH1 R132H reductase, diaphorase/resazurin fluorescence, 60 min. O75874. inhibition, % at 10 µM; in the data active means inhibition above about 34%;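 further: 0% = DMSO and 100% = no enzyme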
PRC2 inh: EZH2 (human) methyltransferase inhibition; Q15910; PRC2 H3K27 methylation, DELFIA TRF, 1 h; inhibition, % at 12.5 µM; actives 0.35% (n = 57,000); AID 651548;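 active means mean inhibition of replicates at least 50% and every single replicate also reaching 50%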;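 further: dimethyl H3K27 on biotinylated H3 21-44 peptide detected by antibody; plate controls were median neutral control wells for no effect and median positive control wells for full effect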
Target sequence (Q15910 whole entry, looked up): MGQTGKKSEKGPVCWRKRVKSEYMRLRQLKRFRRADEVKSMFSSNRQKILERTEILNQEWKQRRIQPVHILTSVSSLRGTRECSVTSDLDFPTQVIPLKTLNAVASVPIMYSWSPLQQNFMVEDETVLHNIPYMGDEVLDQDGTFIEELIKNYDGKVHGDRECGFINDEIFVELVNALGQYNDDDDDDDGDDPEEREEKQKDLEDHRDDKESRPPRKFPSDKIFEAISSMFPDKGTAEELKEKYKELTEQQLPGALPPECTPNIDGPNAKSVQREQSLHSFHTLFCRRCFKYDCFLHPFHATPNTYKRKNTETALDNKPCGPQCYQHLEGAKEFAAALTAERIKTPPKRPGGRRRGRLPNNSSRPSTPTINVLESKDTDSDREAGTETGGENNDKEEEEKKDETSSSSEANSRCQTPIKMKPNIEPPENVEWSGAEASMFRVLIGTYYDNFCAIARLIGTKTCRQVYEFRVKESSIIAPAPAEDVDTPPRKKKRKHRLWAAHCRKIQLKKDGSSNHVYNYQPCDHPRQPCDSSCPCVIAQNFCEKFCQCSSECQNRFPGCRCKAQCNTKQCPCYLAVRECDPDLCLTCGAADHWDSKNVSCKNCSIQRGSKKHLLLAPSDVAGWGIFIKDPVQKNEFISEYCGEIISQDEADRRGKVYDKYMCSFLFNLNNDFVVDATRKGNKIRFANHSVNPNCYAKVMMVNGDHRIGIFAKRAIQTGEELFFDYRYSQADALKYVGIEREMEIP
Numbers without * were called inactive; . = not tested or not shown; & = joins results of further samples. These rows are one share of the data; rates above refer to the full screens.

Order of values: IDH1 R132H inh, PRC2 inh
(1) O=C(NCc1ccco1)c1cccc(S(=O)(=O)N2CCCCC2)c1
    0.4, -10
(2) COc1cccc(-c2ccc3c(c2)O[C@H](CN(C)C(=O)c2ccccc2F)[C@H](C)CN([C@H](C)CO)S3(=O)=O)c1
    0.6, 1&-3
(3) CCCN(C)C[C@@H]1OCc2cn(nn2)CCCC(=O)N([C@@H](C)CO)C[C@@H]1C
    1.2, 0
(4) CC(C)NC(=O)NCC[C@@H]1CC[C@H](NC(=O)CCN2CCCCC2)[C@H](CO)O1
    -0.2, -3
(5) O=C(/C=C/c1ccc(OCCCc2ccccc2)cc1)NO
    -0.2, -22
(6) CC(C)NC(=O)Nc1cccc2c1O[C@@H](CN(C)Cc1ccccc1)[C@H](C)CN([C@@H](C)CO)C2=O
    0.3, -13
(7) Cc1ccc(S(=O)(=O)Nc2ccc3c(c2)CC(=O)N([C@H](C)CO)C[C@H](C)[C@@H](CN(C)C(=O)Nc2cccc4ccccc24)O3)cc1
    -0.5, .
(8) COc1ccc(NC(=O)Nc2ccc3c(c2)C(=O)N([C@H](C)CO)C[C@H](C)[C@H](CN(C)C(=O)c2ccccc2)OCCCC[C@@H](C)O3)cc1
    -2.7, .
(9) O=C(C[C@H]1CC[C@H](NC(=O)Nc2ccc(C(F)(F)F)cc2)[C@H](CO)O1)NCCN1CCCC1
    0.1, -11
(10) COc1ccc(NC(=O)N[C@@H]2CC[C@H](CC(=O)NC3CCCCC3)O[C@H]2CO)cc1
    0.0, 2
(11) C[C@H](CO)N1C[C@H](C)[C@@H](CN(C)C(=O)Nc2ccccc2)Oc2ncc(-c3ccccc3)cc2C1=O
    -0.4, .
(12) COc1ccc(C)cc1NC(=O)c1ccccc1N(C)S(=O)(=O)c1ccccc1
    0.4, 7
(13) CS(=O)(=O)N(CC(=O)NC1CC1)c1cccc(C(F)(F)F)c1
    -0.1, .
(14) C[C@@H]1CN([C@@H](C)CO)C(=O)c2c(c3ccccc3n2C)-c2ccccc2CO[C@H]1CN(C)S(C)(=O)=O
    ., -3
(15) C[C@@H]1CN([C@H](C)CO)C(=O)c2cc(NC(=O)C3CCCCC3)ccc2O[C@@H]1CN(C)Cc1ccccc1
    2.9, -2
(16) CC(C)CC#Cc1ccc2c(c1)O[C@H](CN(C)C(=O)NC(C)C)[C@H](C)CN([C@@H](C)CO)S2(=O)=O
    -0.2, .
(17) COc1ccc(NC(=O)N(C)C[C@@H]2OCCCC[C@@H](C)Oc3ccc(NC(=O)Nc4cccc5ccccc45)cc3C(=O)N([C@H](C)CO)C[C@@H]2C)cc1
    1.4, .
(18) C[C@H]1CN([C@@H](C)CO)C(=O)c2cc(Br)cnc2O[C@@H]1CN(C)C(=O)C1CCCCC1
    -2.1, -9
(19) CCC(=O)Nc1ccc2c(c1)C(=O)N(C)C[C@@H](OC)[C@@H](C)CN(CC1CCCCC1)[C@@H](C)CO2
    -0.4, 3
(20) Cc1cc(C(=O)Nc2cccc3c2O[C@H](CN(C)CC2CC2)[C@H](C)CN([C@@H](C)CO)C3=O)n(C)n1
    1.7, .
(21) Cc1cc(C(=O)Nc2cccc3c2O[C@@H](CN(C)S(=O)(=O)c2ccc(Cl)cc2)[C@@H](C)CN([C@H](C)CO)C3=O)n(C)n1
    3.0, .
(22) Cc1ccc(S(=O)(=O)N(C)C[C@@H]2Oc3ccc(NC(=O)C4CCCCC4)cc3C(=O)N([C@@H](C)CO)C[C@@H]2C)cc1
    ., -2
(23) C[C@@H]1CCCCO[C@@H](CN(C)S(=O)(=O)c2cccs2)[C@@H](C)CN([C@H](C)CO)C(=O)c2cc(NS(=O)(=O)c3cccs3)ccc2O1
    0.4, .
(24) CC(C)(C)c1ccc(OCC(O)CN2CCN(CCO)CC2)cc1 (stereo not given)
    -0.2, 8
(25) CC(C)=CCC[C@@](C)(O)[C@H]1CC[C@]2(C)C1CC(O)C1[C@]3(C)C(CC[C@]12C)C(C)(C)[C@@H](O)C[C@H]3O (stereo not given in full)
    5.0, .
(26) COc1ccc(CN(C)C[C@H]2Oc3c(NC(=O)CCCCCC(=O)Nc4ccccc4N)cccc3C(=O)N([C@@H](C)CO)C[C@@H]2C)cc1
    0.3, -18
(27) C[C@@H]1CCCCO[C@@H](CN(C)C)[C@@H](C)CN([C@H](C)CO)C(=O)c2cc(NC(=O)NC3CCCCC3)ccc2O1
    1.8, 5
(28) Cc1ccc(S(=O)(=O)N[C@@H]2CC[C@@H](CCn3cc(C4CCCC4)nn3)O[C@@H]2CO)cc1
    0.2, 6
(29) Cc1cc(C)nc(NS(=O)(=O)c2ccc(NC(=S)NC(=O)c3ccccc3)cc2)n1
    1.2, -14
(30) COC(=O)c1cccc(NC(=O)CN(c2ccc(Br)c(C)c2)S(C)(=O)=O)c1C
    0.5, 1
(31) C/C=C/c1ccc2c(c1)O[C@@H](CN(C)C(=O)Nc1ccccc1)[C@H](C)CN([C@H](C)CO)S2(=O)=O
    -0.2, -17
(32) C[C@@H]1CCCCO[C@@H](CN(C)C(=O)c2ccccc2)[C@H](C)CN([C@H](C)CO)C(=O)c2cc(NC(=O)CCCN(C)C)ccc2O1
    1.8, -1
(33) C[C@@H]1CN([C@@H](C)CO)C(=O)c2cc(NC(=O)CCCN(C)C)ccc2O[C@@H]1CN(C)Cc1ccncc1
    1.8, 0
(34) C[C@@H]1CN([C@H](C)CO)C(=O)c2cccc(NC(=O)c3cnccn3)c2O[C@H]1CN(C)C(=O)Nc1cccc2ccccc12
    0.1, -2
(35) C[C@@H]1CN([C@@H](C)CO)C(=O)c2cc(Br)cnc2O[C@H]1CN(C)C(=O)c1ccccc1
    1.0, 23
(36) O=C(O)C1CCCCC1C(=O)Nc1ccc(S(=O)(=O)N2CCCCC2)cc1 (stereo not given)
    0.3, -7
(37) O=C(C[C@@H]1C=C[C@@H](NC(=O)Cc2cccnc2)[C@H](CO)O1)Nc1ccccc1
    0.2, 1
(38) C[C@@H]1CN([C@H](C)CO)C(=O)c2cc(NC(=O)Nc3ccccc3)ccc2O[C@@H](C)CCCCO[C@H]1CN(C)C(=O)C1CCCCC1
    -1.6, .
(39) C[C@H]1CN([C@@H](C)CO)S(=O)(=O)c2ccc(C#CC3CCCC3)cc2O[C@@H]1CN(C)S(C)(=O)=O
    ., -11
(40) C[C@H](CO)N1C[C@H](C)[C@@H](CN(C)C(=O)Nc2cccc3ccccc23)OCCCC[C@H](C)Oc2ccc(NC(=O)Cc3ccccc3)cc2C1=O
    0.2, .
(41) COc1ccc(-c2ccc(C#N)c(SCC(=O)Nc3cccc(C(F)(F)F)c3)n2)cc1
    0.0, -12
(42) C[C@@H]1CN([C@H](C)CO)C(=O)c2ccccc2-c2ccccc2CO[C@H]1CN(C)S(=O)(=O)c1cn(C)cn1
    ., -7
(43) C[C@@H]1CCCCO[C@H](CN(C)CC2CCCCC2)[C@H](C)CN([C@@H](C)CO)C(=O)c2cc(NC(=O)CCC(F)(F)F)ccc2O1
    2.9, .
(44) COc1ccc(CNC(=O)N(C)C[C@@H]2OCc3ccccc3-c3ccccc3C(=O)N([C@@H](C)CO)C[C@H]2C)cc1
    ., 3
(45) COc1ccc(S(=O)(=O)N[C@H]2C=C[C@H](CC(=O)NCCc3ccncc3)O[C@H]2CO)cc1
    -0.5, 0
(46) COc1ccc(NC(=O)Nc2cccc3c2O[C@@H](CN(C)S(=O)(=O)c2ccc(Cl)cc2)[C@H](C)CN([C@@H](C)CO)C3=O)cc1
    1.3, .
(47) Cc1ccc(-c2ccc3c(c2)O[C@@H](CN(C)C(=O)CN(C)C)[C@@H](C)CN([C@H](C)CO)S3(=O)=O)cc1
    -0.9, -11
(48) C/C=C(\C)C(=O)O[C@@H]1[C@@H](OC(C)=O)C2[C@@]3(C)CC[C@H](OC4CC(OC)C(OC5CC(OC)C(OC6CC(OC)C(OC7OC(C)C(OC8OC(CO)C(O)C(O)C8O)C(OC)C7O)C(C)O6)C(C)O5)C(C)O4)CC3=CC[C@@]2(O)[C@@]2(O)CC[C@H](C(C)=O)[C@@]12C (stereo not given in full)
    0.0, 42
(49) Cc1ccc(OCC(=O)Nc2cc(Cl)ccc2N2CCOCC2)c(C)c1
    0.6, 37
(50) O=C(NCC(O)c1ccccc1)c1ccc(Cl)c(S(=O)(=O)N2CCOCC2)c1 (stereo not given)
    -0.1, 2

The results go on.
Order of values: IDH1 R132H inh, PRC2 inh
(51) COc1ccccc1C(=O)Nc1ccc2c(c1)C(=O)N(C)C[C@H](OC)[C@@H](C)CN(C(C)=O)[C@H](C)CO2
    0.0, 0
(52) Cc1ccc(S(=O)(=O)N(C)C[C@H]2OCCCC[C@@H](C)Oc3ccc(NC(=O)NC4CCCCC4)cc3C(=O)N([C@H](C)CO)C[C@@H]2C)cc1
    -0.2, .
(53) C[C@@H]1CN([C@@H](C)CO)C(=O)c2cc(-c3ccc(C#N)cc3)cnc2O[C@@H]1CN(C)CC1CCOCC1
    1.6, .
(54) C[C@H](CO)N1C[C@H](C)[C@H](CN(C)C(=O)Nc2cccc3ccccc23)Oc2ncc(-c3cccc(C(F)(F)F)c3)cc2C1=O
    0.1, .
(55) C[C@H]1CCCCO[C@H](CN(C)S(=O)(=O)c2ccc(Cl)cc2)[C@@H](C)CN([C@@H](C)CO)C(=O)c2cc(NS(=O)(=O)c3ccc(Cl)cc3)ccc2O1
    1.7, .
(56) CN(C)c1ccc2c(c1)[C@H]1C[C@@H](CC(=O)NCc3ccc4c(c3)OCO4)O[C@@H](CO)[C@H]1O2
    -1.7, -5
(57) Cc1ccnc(SCC(=O)Nc2sc3c(c2C#N)CCC(C(C)(C)C)C3)n1 (stereo not given)
    0.3, 8
(58) O=C(Nc1ccccc1F)N[C@H]1C=C[C@@H](CC(=O)N2CCCCC2)O[C@H]1CO
    0.1, 5
(59) C[C@@H]1CN([C@@H](C)CO)C(=O)c2cc(C#CC3CCCCC3)cnc2O[C@@H]1CN(C)Cc1ccncc1
    -1.0, -40
(60) CO[C@@H]1CN(C)C(=O)c2cc(NC(=O)c3cnccn3)ccc2OC[C@H](C)N(C)C[C@@H]1C
    -0.3, -2

Reprinted from the part before: two entries, then new ones.
Order of values: IDH1 R132H inh, PRC2 inh
(59) C[C@@H]1CN([C@@H](C)CO)C(=O)c2cc(C#CC3CCCCC3)cnc2O[C@@H]1CN(C)Cc1ccncc1
    -1.0, -40
(60) CO[C@@H]1CN(C)C(=O)c2cc(NC(=O)c3cnccn3)ccc2OC[C@H](C)N(C)C[C@@H]1C
    -0.3, -2
(61) Cc1cc(C(=O)Nc2cccc3c2O[C@@H](CN(C)C(=O)Nc2cccc4ccccc24)[C@@H](C)CN([C@@H](C)CO)C3=O)n(C)n1
    0.2, -12
(62) CC(=O)c1ccc(N2CCN(C(=S)Nc3ccc(S(=O)(=O)Nc4ncccn4)cc3)CC2)cc1
    0.1, -10
(63) C[C@@H]1CN([C@H](C)CO)C(=O)c2cccc(NC(=O)Nc3ccc(C(F)(F)F)cc3)c2O[C@@H]1CN(C)Cc1ccncc1
    5.0, .
(64) CO[C@H]1CN(C)C(=O)c2ccc(NC(=O)C3CCCC3)cc2OC[C@H](C)N(C)C[C@H]1C
    -0.2, -3
(65) C[C@H]1CN([C@@H](C)CO)C(=O)c2cc(NC(=O)CCCN(C)C)ccc2O[C@@H]1CN(C)C(=O)Nc1ccc2c(c1)OCO2
    -0.5, -8
(66) COc1ccc(NC(=O)N[C@H]2CC[C@@H](CCn3cc(-c4ccc(OC)cc4)nn3)O[C@H]2CO)cc1
    0.3, 1
(67) C[C@@H]1CCCCO[C@@H](CN(C)C(=O)C2CCCCC2)[C@@H](C)CN([C@H](C)CO)C(=O)c2cc(NS(=O)(=O)c3ccccc3)ccc2O1
    -0.3, .
(68) Cc1noc(C)c1NC(=O)N(C)C[C@@H]1Oc2c(NC(=O)c3ccc(-c4nccs4)cc3)cccc2C(=O)N([C@@H](C)CO)C[C@@H]1C
    -1.8, .
(69) CC(C)C#Cc1ccc2c(c1)O[C@@H](CN(C)C(=O)c1ccccn1)[C@H](C)CN([C@@H](C)CO)S2(=O)=O
    0.2, 2
(70) C[C@H]1CN([C@@H](C)CO)C(=O)c2cccc(NC(=O)C3CCOCC3)c2O[C@@H]1CN(C)S(=O)(=O)c1cn(C)cn1
    -3.1, .
(71) C[C@H](CO)N1C[C@H](C)[C@@H](CN(C)S(=O)(=O)c2ccccc2)Oc2ccc(NC(=O)Nc3cccc4ccccc34)cc2C1=O
    ., -21
(72) COc1ccc(S(=O)(=O)n2cc(-c3ccc(C)cc3)c(N)n2)c(OC)c1
    0.4, -7
(73) C[C@@H]1O[C@@H](OC[C@H]2O[C@@H](OCCc3ccccc3)[C@H](O)[C@@H](O)[C@@H]2O)[C@H](O)[C@H](O)[C@H]1O
    0.7, 52*
(74) CCC(=O)N[C@@H]1CC[C@H](CC(=O)NCc2ccccc2F)O[C@@H]1CO
    0.8, -2
(75) Cc1ccc(S(=O)(=O)N(C)CC(=O)Nc2ccccc2[N+](=O)[O-])cc1
    -0.4, -27
(76) CN(CC(=O)O)C(=O)c1ccc(S(=O)(=O)N2CCCC2)cc1
    0.4, -7
(77) CN(C)CCCNC(=O)C[C@H]1C=C[C@@H](NC(=O)Cc2cccnc2)[C@@H](CO)O1
    0.4, -2

Entries above containing a cyano group:
Order of values: IDH1 R132H inh, PRC2 inh
(41) COc1ccc(-c2ccc(C#N)c(SCC(=O)Nc3cccc(C(F)(F)F)c3)n2)cc1
    0.0, -12
(53) C[C@@H]1CN([C@@H](C)CO)C(=O)c2cc(-c3ccc(C#N)cc3)cnc2O[C@@H]1CN(C)CC1CCOCC1
    1.6, .
(57) Cc1ccnc(SCC(=O)Nc2sc3c(c2C#N)CCC(C(C)(C)C)C3)n1 (stereo not given)
    0.3, 8
